GPR151 ag: human GPR151 activation; PathHunter beta-arrestin GPR151 cells, luminescence; activation, % at 11.2 µM; 650,000 tested, 1% active; in the data active means activation above about 4.9%;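 further: 0% = median of compound wells and 100% = cells with positive control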
Target sequence (Q8TDV0 whole entry, looked up): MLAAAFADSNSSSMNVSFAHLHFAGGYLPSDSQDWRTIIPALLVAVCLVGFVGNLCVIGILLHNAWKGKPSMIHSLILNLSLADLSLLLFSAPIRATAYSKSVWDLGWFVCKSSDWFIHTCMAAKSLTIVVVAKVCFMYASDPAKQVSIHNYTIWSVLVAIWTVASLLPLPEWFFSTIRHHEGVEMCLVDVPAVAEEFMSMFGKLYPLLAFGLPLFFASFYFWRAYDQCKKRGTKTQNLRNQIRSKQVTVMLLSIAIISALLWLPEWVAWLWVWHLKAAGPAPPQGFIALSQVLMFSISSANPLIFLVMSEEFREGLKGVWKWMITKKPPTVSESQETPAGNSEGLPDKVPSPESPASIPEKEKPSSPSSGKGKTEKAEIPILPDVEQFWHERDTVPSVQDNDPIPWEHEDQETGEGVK
MITF primary: inhibitors of human MITF. O75030. AlphaScreen MITF homodimerization, bead proximity signal. inhibition, % at 2.6 µM. 650,000 tested, 0.91% active. AID 1259374; in the data active means inhibition above about 50%;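 further: 0% = vehicle wells with protein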
Target sequence (O75030 whole entry, looked up): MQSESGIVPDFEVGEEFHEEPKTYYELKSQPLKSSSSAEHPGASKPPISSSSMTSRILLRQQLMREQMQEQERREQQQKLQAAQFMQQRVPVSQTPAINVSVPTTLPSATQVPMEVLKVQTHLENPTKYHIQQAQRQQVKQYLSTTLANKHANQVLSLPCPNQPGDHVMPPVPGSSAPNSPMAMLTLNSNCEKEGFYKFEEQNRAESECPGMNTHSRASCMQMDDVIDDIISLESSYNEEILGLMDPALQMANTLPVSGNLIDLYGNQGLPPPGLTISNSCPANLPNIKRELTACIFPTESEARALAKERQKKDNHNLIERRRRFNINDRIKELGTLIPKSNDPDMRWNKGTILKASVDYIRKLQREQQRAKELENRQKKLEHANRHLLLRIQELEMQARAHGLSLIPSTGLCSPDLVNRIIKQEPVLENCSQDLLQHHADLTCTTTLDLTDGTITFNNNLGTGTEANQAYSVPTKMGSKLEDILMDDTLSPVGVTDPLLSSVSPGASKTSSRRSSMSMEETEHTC
FBW7 act: activators of human E3 ligase FBW7; AlphaScreen FBW7–phospho-cyclin E peptide binding, activator screen; normalized activity (activation), % at 26.1 µM; 650,000 tested, 0.13% active; in the data active means normalized activity above about 1.9%;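 further: purified mutant Fbw7 with reduced substrate affinity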
TEAD-YAP block: TEAD-YAP interaction inhibition. HEK-TIYL cells, TEAD-Gal4/YAP UAS-luciferase luminescence. inhibition, % at 9.12 µM. 640,000 tested, 1.4% active; in the data active means inhibition above about 32%;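 further: 0% = median of test compound wells and 100% = reference inhibitor wells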
Active calls of the source: *.

No. | Compound | MITF primary | TEAD-YAP block | FBW7 act | GPR151 ag
1 | CCNC(=O)CNC(=O)CNS(=O)(=O)c1ccc(Cl)cc1 | 18 | 2 | 0.1 | 1.0
2 | CN(C)CCCn1c2c(c(SCC(=O)Nc3ccccc3Cl)nc1=O)CCCC2 | 11 | -4 | 0.5 | -2.1
3 | CCCC(=O)NC(NC(=S)Nc1ccccc1C(=O)O)C(Cl)(Cl)Cl (stereo not given) | 14 | 7 | 0.5 | -0.4
4 | COc1cc(SC)ccc1C(=O)OCc1nnc(-c2ccc(Cl)cc2)o1 | 8 | -3 | 0.0 | -0.5
5 | COCCn1c(=NC(=O)c2ccc(N(C)C)cc2)sc2cc(OC)ccc21 | 10 | -10 | 0.5 | 0.9
6 | Cc1oc(C(=O)N2CCC3(CC2)Nc2ccccc2-n2cccc23)cc1CN1CCOCC1 | 12 | 5 | 0.0 | 1.3
7 | CCOCCn1cnc2sc(C(=O)Nc3ccc(Br)cc3C)c(C)c2c1=O | 3 | 6 | 0.0 | 1.1
8 | CCC(=O)Nc1ccc(C(=O)NNC(=O)c2cc(OC)c(OC)c(OC)c2)cc1 | 3 | -2 | 0.1 | 1.8

(next part)
No. | Compound | MITF primary | TEAD-YAP block | FBW7 act | GPR151 ag
9 | CCN(CC)C(=O)CSc1nc2cc(Cl)ccc2o1 | 2 | -20 | -0.2 | 1.7
10 | CCOc1cc2c(cc1OCC)C(c1ccc(OC)c(O)c1)NCC2 (stereo not given) | 1 | -1 | 0.0 | -1.5
11 | c1cc2c(cc1CN1CCc3nnc(C4CCCO4)n3CC1)OCCO2 (stereo not given) | 7 | -5 | 0.1 | 2.7
12 | Cc1ccc(C2=CC(c3c(F)cccc3Cl)n3nnnc3N2)cc1C (stereo not given) | 19 | -14 | 0.9 | -0.4
13 | O=C(O)/C=C/c1cn(-c2ccccc2)nc1-c1cccnc1 | 9 | 6 | -0.1 | 0.6
14 | O=C(CNCCc1ccccc1)Nc1ccc(N2CCCC2)cc1 | 10 | -12 | 1.6 | -0.2
15 | O=C(O)CCC(=O)Nc1ccc(Br)cc1C(=O)O | -15 | -3 | 0.2 | -0.7
16 | CCOc1cc(/C=C(\C#N)C(=O)Nc2cc([N+](=O)[O-])ccc2F)ccc1OC(C)=O | -14 | -1 | 0.3 | -1.1

Reprinted from the part before: five entries, then new ones.
No. | Compound | MITF primary | TEAD-YAP block | FBW7 act | GPR151 ag
12 | Cc1ccc(C2=CC(c3c(F)cccc3Cl)n3nnnc3N2)cc1C (stereo not given) | 19 | -14 | 0.9 | -0.4
13 | O=C(O)/C=C/c1cn(-c2ccccc2)nc1-c1cccnc1 | 9 | 6 | -0.1 | 0.6
14 | O=C(CNCCc1ccccc1)Nc1ccc(N2CCCC2)cc1 | 10 | -12 | 1.6 | -0.2
15 | O=C(O)CCC(=O)Nc1ccc(Br)cc1C(=O)O | -15 | -3 | 0.2 | -0.7
16 | CCOc1cc(/C=C(\C#N)C(=O)Nc2cc([N+](=O)[O-])ccc2F)ccc1OC(C)=O | -14 | -1 | 0.3 | -1.1
17 | CCc1c(C)sc2ncn(C3CCN(C(=O)C4CCCC(OC)C4)CC3)c(=O)c12 (stereo not given) | 6 | 42* | 0.2 | 0.0
18 | Cc1ccccc1OCCOC(=O)c1cc(S(=O)(=O)N2CCOCC2)ccc1C | 1 | -3 | -0.3 | -0.1
19 | CC(=O)c1ccc(NC2CC(O)C(O)CO2)cc1 (stereo not given) | -1 | 0 | -0.1 | 0.0
20 | CC(=O)Oc1c(C)cnc2c1COC(C)OC2 (stereo not given) | -11 | -2 | -0.2 | 0.0
21 | CCc1ccc(NC(=O)Cn2cnc3c(oc4ccccc43)c2=O)cc1 | 1 | -2 | 0.0 | -0.7
22 | COC(Cn1c(=S)[nH]c2c(sc3ccc([N+](=O)[O-])cc32)c1=O)OC | 4 | 0 | 0.1 | -0.4
23 | O=C1CCC/C(=N\NC(=S)NCCc2ccccc2)C1 | 20 | -10 | 0.7 | -2.1
24 | CCCCOc1cccc2c1CCN(C)C2=O | 3 | -2 | -0.1 | -0.3

Continuation:
No. | Compound | MITF primary | TEAD-YAP block | FBW7 act | GPR151 ag
25 | CC(C)(C)c1ccc(OCCCC(=O)Nc2ccc(S(=O)(=O)Nc3ncccn3)cc2)cc1 | 6 | -1 | 0.0 | 1.4
26 | CC(=O)NNC(=O)c1sc(=S)n2c1[nH]c(=O)c1ccccc12 | 14 | 8 | -0.2 | -1.7
27 | O=S(=O)(c1ccc(F)cc1)N(CCCN1CCOCC1)Cc1cccs1 | 28 | -8 | -0.1 | 1.1
28 | COc1cc(/C=C(/C#N)C(=O)Nc2ccccc2)cc(OC)c1O | -18 | -11 | -0.1 | 1.2
29 | CN(C)CCCNCC(O)Cn1c2ccccc2c2ccccc21 (stereo not given) | 38 | 1 | -0.2 | -0.4
30 | O=C(O)c1ccccc1NC(=O)C1COc2ccccc2O1 (stereo not given) | 0 | 3 | 0.0 | -8.1
31 | Cc1ncc2c(Nc3ccc(C(F)(F)F)nc3)nc3ccccc3n12 | 14 | 6 | 0.0 | 0.2
32 | O=C1N[C@@H](CO)C(=O)N2CCN(C(=O)Oc3cccc4ccccc34)C[C@H]12 | 24 | -1 | 0.6 | 0.2

(next part)
No. | Compound | MITF primary | TEAD-YAP block | FBW7 act | GPR151 ag
33 | CCOC(=O)c1c[nH]c2cc(C)cc(C)c2c1=O | 1 | -2 | 0.0 | 0.5
34 | C/C=C/C(=O)Nc1ccc(Cl)c(Cl)c1 | 0 | -2 | -0.1 | -0.7
35 | CCOC(=O)c1sc2ncn(/N=C/c3cn(C(C)=O)c4ccccc34)c(=O)c2c1C | 10 | -1 | 0.4 | 0.6
36 | Cc1ccccc1CN1CCN(Cc2ccon2)CC1CCO (stereo not given) | 7 | 2 | 0.3 | -0.7
37 | NC(=O)c1ccc2nc(N3CCN(Cc4ccc5c(c4)OCO5)CC3)sc2c1 | 23 | -7 | -0.1 | -0.4
38 | CC(NC(=O)C(COCc1ccccc1)NC(=O)OC(C)(C)C)C(N)=O (stereo not given) | -1 | -3 | 0.3 | -2.0
39 | CCCC(=O)Nc1cccc(-c2cn3cccnc3n2)c1 | 0 | -20 | 0.1 | 1.1
40 | CC(CCc1ccccc1)NC(=O)c1ccc(CNc2nc(=S)[nH]c3ccccc23)cc1 (stereo not given) | -10 | 4 | 0.0 | 0.7

Continuation:
No. | Compound | MITF primary | TEAD-YAP block | FBW7 act | GPR151 ag
41 | C=CCOC(=O)C1=C(C)NC2=C(C(=O)CCC2)C1c1cccc(OC)c1 (stereo not given) | -1 | -4 | 0.1 | -1.4
42 | CCOc1ccc(C(=O)Nc2cc(OC)ccc2OC)cc1 | 12 | -5 | 0.2 | 1.6
43 | O=C(Cn1cnc2c(nnn2Cc2ccccc2F)c1=O)c1ccc(Cl)cc1 | -10 | 0 | 0.0 | 0.7
44 | CCCN1C(=O)/C(=C/c2ccncc2)SC1=S | 16 | 1 | 0.0 | -0.4
45 | O=C(CCCn1sc2ccccc2c1=O)NCCN1CCOCC1 | 12 | -11 | -0.1 | -0.1
46 | NS(=O)(=O)c1cccc(S(=O)(=O)c2ccc(Br)cc2)c1 | -2 | 6 | -0.1 | 1.4
47 | COc1ccc(N2CC(C(=O)NC3CC(C)(C)NC(C)(C)C3)CC2=O)cc1 (stereo not given) | -6 | -13 | 0.1 | -0.1
48 | COc1ccccc1CC(=O)N1CC[C@@H]2[C@H](CCCN2CC2CC=CCC2)C1 (stereo not given in full) | -1 | 0 | 0.1 | 1.0

Additional entries:
No. | Compound | MITF primary | TEAD-YAP block | FBW7 act | GPR151 ag
49 | CC[C@@H](Cn1nnc2ccccc2c1=O)NC(=O)Cc1ccccc1F | 13 | 4 | 0.3 | -0.7
50 | CCOC(=O)c1ccc(Nc2nc3nonc3nc2NC2C3CC4CC(C3)CC2C4)cc1 (stereo not given) | 10 | -2 | 0.2 | 0.0
51 | Cc1cc(C)cc(N=C2NC(=O)/C(=C/c3ccc(Cl)cc3Cl)S2)c1 | 11 | 6 | -0.1 | 0.1
52 | Cc1ccc(NC(=O)c2sc3ncn(Cc4ccccc4F)c(=O)c3c2C)c(C)c1 | 8 | 2 | 0.4 | 0.4
53 | CCN(CC)CCCn1c2c(c(SCC(=O)Nc3ccc(OC)cc3)nc1=O)CCC2 | 1 | 2 | 0.0 | -1.1
54 | CCN(CC)c1ccc(/C=N/NC(=O)CNc2ccc(C)cc2)cc1 | 14 | 14 | 0.1 | 0.8
55 | Cc1ccc(NC(=O)c2cccc(NC(=O)c3ccccc3C(=O)O)c2)cc1C | 9 | 25 | -0.1 | -2.4
56 | COc1cc(Nc2nc(C)cc(Nc3ccc(N4CCOCC4)cc3)n2)cc(OC)c1OC | 7 | 70* | -0.2 | 0.1

(more compounds)
No. | Compound | MITF primary | TEAD-YAP block | FBW7 act | GPR151 ag
57 | O=c1c(Oc2ccc(F)cc2)coc2c(O)c(O)ccc12 | 83* | -7 | -0.3 | -0.4
58 | O=C(Nc1ccccc1[N+](=O)[O-])c1ccc(S(=O)(=O)N2CCCC2)cc1 | -3 | -3 | -0.1 | -0.8
59 | COc1cccc(S(=O)(=O)N(Cc2ccco2)C2CCN(Cc3ccncc3)CC2)c1 | -4 | 5 | 0.1 | -2.0
60 | O=C(Nc1nc2ccc(F)cc2s1)c1cccc(Oc2ccccc2)c1 | -3 | -11 | 0.0 | -1.3
61 | Cc1oc2c(C)c(O)ccc2c(=O)c1-c1nncn1-c1ccccc1 | 1 | 11 | -0.1 | 2.9
62 | CCNc1nc(NCCc2ccc(OC)cc2)c2ncn(-c3ccccc3)c2n1 | 2 | 13 | -0.1 | 0.1
63 | Cc1ccc(C)c(N2C(N)=NC(N)=NC23CCCCC3)c1 | -14 | -5 | -0.1 | 0.1
64 | CN1CCN(c2ccc(-c3cc(NC4CCN(Cc5ccccc5)CC4)ncn3)cc2)CC1 | 10 | 0 | 0.0 | -0.3

Going on with the list:
No. | Compound | MITF primary | TEAD-YAP block | FBW7 act | GPR151 ag
65 | CC(C)(C)CC(=O)N1CCC(c2nc3c(nnn3Cc3ccccc3)c(=O)[nH]2)CC1 | 31 | -3 | 0.4 | -1.2
66 | Cc1cccc(NC(=O)CN2C(=O)CSC(C)C2=O)c1 (stereo not given) | 9 | -5 | 0.2 | 4.7
67 | O=C(CS(=O)(=O)CCCS(=O)(=O)CC(=O)Nc1ccccc1)Nc1ccccc1 | -18 | 10 | 0.1 | 2.6
68 | O=C(Nc1ccc(F)cc1)c1cc(S(=O)(=O)NCc2ccco2)ccc1F | -5 | 3 | 0.1 | -1.8
69 | Cc1cc(C)c(-c2csc(NC(=O)/C=C/c3ccccc3)n2)c(C)c1 | 4 | 8 | -0.1 | 0.3
70 | COc1ccc([C@@H]2[C@@H](C(=O)C(C)(C)C)N3c4ccccc4C=C[C@@H]3C2(C#N)C#N)cc1OC | -2 | -13 | -0.1 | 0.0
71 | CC(C)NC(=O)CSc1nnns1 | 9 | 9 | 0.1 | 0.9
72 | CC1CCC2=NN(C(=O)c3ccc(Br)cc3)C(O)(C(F)(F)F)C2C1 (stereo not given) | 11 | -1 | 0.2 | 0.7

Part of the list above, with two lines to a compound.
Order of values – MITF primary	TEAD-YAP block	FBW7 act	GPR151 ag
34) C/C=C/C(=O)Nc1ccc(Cl)c(Cl)c1
 : 0	-2	-0.1	-0.7
35) CCOC(=O)c1sc2ncn(/N=C/c3cn(C(C)=O)c4ccccc34)c(=O)c2c1C
 : 10	-1	0.4	0.6
36) Cc1ccccc1CN1CCN(Cc2ccon2)CC1CCO (stereo not given)
 : 7	2	0.3	-0.7
37) NC(=O)c1ccc2nc(N3CCN(Cc4ccc5c(c4)OCO5)CC3)sc2c1
 : 23	-7	-0.1	-0.4

Quoted from the listing.
GPR151 ag with cpd 69 reads 0.3
FBW7 act with cpd 70 reads -0.1
MITF primary with cpd 71 reads 9
TEAD-YAP block with cpd 67 reads 10

Going on with the list.
No. | Compound | MITF primary | TEAD-YAP block | FBW7 act | GPR151 ag
73 | Cc1ccc(-c2nc(=S)n(CN3CCN(S(=O)(=O)c4ccc(C)cc4)CC3)[nH]2)cc1 | -8 | -12 | -0.2 | 2.0
74 | COC(=O)C1=CN(Cc2ccc(Cl)cc2)C=C(C(=O)OC)C1c1cccs1 | -3 | 0 | 0.2 | -1.9
75 | Nc1ccc(N2CCCCC2)c2nonc12 | 0 | -1 | -0.5 | 1.9
76 | Cc1cc(Cl)ccc1OC(C)C(=O)N1CCC[C@@H]2CN(S(C)(=O)=O)CC[C@@H]21 (stereo not given in full) | 12 | 4 | -0.1 | 2.6
77 | N#CC1=C(N)Oc2[nH]c(=O)[nH]c(=O)c2C1c1ccccc1 (stereo not given) | 7 | 11 | -0.1 | -0.9
78 | COc1ccc(-c2nc3cc(C(C)C)ccc3o2)cc1N | 10 | 66* | -0.1 | -0.9
79 | Cc1nc2c(-c3cccs3)c(C)nn2c(NCCCN2CCOCC2)c1C | 16 | -23 | 0.8 | -0.2
80 | COC(=O)c1ccc(-n2ncnc2-c2ccc(OCc3ccccc3)c(OC)c2)cc1 | 5 | -23 | 0.1 | -1.7

Bioassay records (PubChem BioAssay)
